Compound activity: PubChem BioAssay, National Center for Advancing Translational Sciences (NCATS)
Pol beta inh: inhibitors of human DNA polymerase beta; Potency, µM (doses to about 114 µM), without a hit: at the top dose activity change, negative = inhibition, usual class: inhibitors; AID 485314; actives 1.3% (n = 340,000); Pol beta primer extension/strand displacement, fluorescence kinetic; also: % is scaled to controls: 0 for no effect and ±100 for the full control effect
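Curves were derived by four-parameter Hill fits of normalized qHTS data. The kinetic fluorescent primer-extension read was taken at 0 and 10 min after 50 nM substrate, following a 15 min room-temperature preincubation of 10 nM enzyme with compounds.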
JMJD2A Tudor inh: JMJD2A Tudor domain (human) inhibition | O75164 | actives 4.4% (n = 390,000) | Potency, µM (doses to about 114 µM), without a hit: at the highest dose activity change, negative = inhibition, most hits filed as inhibitors | AID 504339 | AlphaScreen JMJD2A-Tudor / H3K4me3 peptide binding; also: % is scaled to controls: 0 for no effect and ±100 for the full control effect; nearly all actives have a fitted effect of over 50% in size
Target sequence (O75164 whole entry, looked up, the tested form may be a part): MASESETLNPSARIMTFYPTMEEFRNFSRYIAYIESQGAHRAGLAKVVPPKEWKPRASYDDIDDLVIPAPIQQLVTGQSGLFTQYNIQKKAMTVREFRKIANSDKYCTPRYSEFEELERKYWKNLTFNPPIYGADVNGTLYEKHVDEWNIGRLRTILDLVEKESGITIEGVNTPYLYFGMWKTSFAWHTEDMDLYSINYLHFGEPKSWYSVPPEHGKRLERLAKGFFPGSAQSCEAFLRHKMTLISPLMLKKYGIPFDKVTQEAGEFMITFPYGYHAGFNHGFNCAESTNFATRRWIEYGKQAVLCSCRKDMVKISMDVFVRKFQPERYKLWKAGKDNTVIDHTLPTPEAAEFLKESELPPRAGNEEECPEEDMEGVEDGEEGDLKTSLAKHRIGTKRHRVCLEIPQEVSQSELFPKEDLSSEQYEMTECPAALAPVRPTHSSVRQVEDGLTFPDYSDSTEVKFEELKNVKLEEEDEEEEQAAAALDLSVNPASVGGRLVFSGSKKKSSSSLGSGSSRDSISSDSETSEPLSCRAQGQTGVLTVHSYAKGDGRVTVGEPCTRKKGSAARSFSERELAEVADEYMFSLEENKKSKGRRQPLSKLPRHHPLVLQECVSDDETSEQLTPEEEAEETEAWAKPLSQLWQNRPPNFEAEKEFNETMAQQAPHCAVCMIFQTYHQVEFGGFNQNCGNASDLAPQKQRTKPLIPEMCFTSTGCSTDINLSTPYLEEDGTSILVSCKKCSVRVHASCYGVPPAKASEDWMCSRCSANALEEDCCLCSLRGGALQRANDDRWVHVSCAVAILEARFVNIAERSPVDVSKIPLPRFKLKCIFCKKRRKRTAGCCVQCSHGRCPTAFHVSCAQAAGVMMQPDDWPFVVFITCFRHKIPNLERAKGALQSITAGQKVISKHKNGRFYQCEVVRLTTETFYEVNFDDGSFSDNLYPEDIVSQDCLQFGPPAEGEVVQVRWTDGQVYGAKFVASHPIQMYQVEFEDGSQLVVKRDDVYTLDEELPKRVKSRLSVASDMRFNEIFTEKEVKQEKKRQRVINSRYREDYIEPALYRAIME
BAZ2B block: blocks human BAZ2B. actives 4.4% (n = 360,000). Potency, µM (doses to about 114 µM), inactives show at the highest dose activity change, negative = inhibition, actives largely listed as inhibitors. Q9UIF8. AlphaScreen BAZ2B-H3K14Ac peptide displacement. AID 504333; also: % is scaled to controls: 0 for no effect and ±100 for the full control effect; nearly all actives have a fitted effect of over 60% in size
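AlphaScreen luminescence quantifies BAZ2B engagement of H3K14Ac peptide; the protein and biotinylated peptide are both at 50 nM final, buffer PBS pH 7.4 with 0.01% Tween-20, all steps at room temperature.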
APE1 inh: APE1 (human) endonuclease inhibition; actives 0.35% (n = 350,000); Potency, µM (titrated, usually from 65.8 µM), for inactives: top-dose activity change, negative = inhibition, actives largely listed as inhibitors; recombinant APE1, TAMRA/BHQ-2 abasic DNA cleavage fluorescence; AID 2517; P27695;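 also: plate controls were vehicle for no effect and reference inhibitor for full effect; nearly all actives have a fitted effect of over 55% in size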
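Substrate: short duplex with […] THF abasic site, 5'-TAMRA and 3'-BHQ-2, 50 nM final. APE1 at 0.75 nM, preincubated 15 min RT with compound. Fluorescence increase from first to third read measured activity.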
BLM helicase inh: Bloom syndrome helicase (human) inhibition; AID 2528; Potency, µM (highest dose often 56.1 µM), inactives show at the top dose activity change, negative = inhibition, hits mostly inhibitors; actives 0.2% (n = 350,000); P54132; recombinant BLM DNA unwinding, fluorescence dequenching;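 also: plate controls were vehicle for no effect and no enzyme for full effect; nearly all actives have a fitted effect of over 35% in size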
POLK inh: blocks human DNA polymerase kappa activity; purified Pol kappa, fluorescent DNA synthesis assay, 10 min; AID 588579; Potency, µM (highest dose often 107 µM), for inactives: at the highest dose activity, negative = inhibition, most hits filed as inhibitors; actives 0.53% (n = 400,000); Q9UBT6; also: % is scaled to controls: 0 for no effect and ±100 for the full control effect
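Inhibition of 10 nM Pol kappa is measured by a fluorescent read-out at 0 and 10 min following addition of 50 nM substrate (final), with a 15-min room-temperature compound preincubation.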
POLI inh: inhibitors of human DNA polymerase iota. Q9UNA4. Pol iota fluorescent replication assay, 10 min. Potency, µM (doses to about 115 µM), for the others: at the highest dose activity, negative = inhibition, actives largely listed as inhibitors. actives 1% (n = 390,000)
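Fluorescent replication assay read twice, at 0 min and 10 min after adding 50 nM (final) substrate. Enzyme (10 nM) and compounds were first incubated 15 min at room temperature; enzyme-free buffer wells were negative controls.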
G9a block: G9a (human) methyltransferase inhibition; Q96KQ7; G9a H3K9 monomethylation, AlphaScreen, 2 h; Potency, µM (highest dose often 102 µM), for the others: at the top dose activity, negative = inhibition, actives largely listed as inhibitors; actives 8.8% (n = 350,000); also: % is scaled to controls: 0 for no effect and ±100 for the full control effect; nearly all actives have a fitted effect of over 75% in size
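Using a bead-based AlphaScreen, monomethylated H3K9 product from 2 h room-temperature reactions (G9a 20 nM, peptide 500 nM, SAM 20 uM) was detected with 0.5 ug/mL rabbit anti-H3K9me1 antibody.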
POLH inh: inhibitors of human DNA polymerase eta. Q9Y253. recombinant Pol eta, fluorescent DNA replication assay. Potency, µM (top dose mostly 114 µM), inactives show at the top dose activity change, negative = inhibition, usual class: inhibitors. actives 1.2% (n = 390,000). AID 588591; also: % is scaled to controls: 0 for no effect and ±100 for the full control effect
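Pol eta (10 nM) was preincubated with compounds for 15 min at room temperature, after which fluorescent replication substrate (50 nM final) was added to start the reaction. Fluorescence was read kinetically at 0 and 10 min.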
* hit, by the source's call; ? = inconclusive; . = not tested or not shown; [ ] = dose if it differs, or a comment. Calls follow the shape of the dose curve; as a rule, active = well fitted curve in the direction sought with a large enough effect; inconclusive = small, poorly fitted or top-dose-only effect, or another doubt; inactive = no such curve, though single readings can be large; an effect the other way counts as inactive or inconclusive. Potency is read from the fitted curve at half-maximal effect. Not all compounds are listed (hit frequency here may not be typical).

1: COc1ccc(N2C(=O)C(Cl)=C(Oc3cccc(OC)c3)C2=O)cc1
2: Cc1cccc(NC(=O)/C(C#N)=C/c2ccc(Sc3ccccc3)o2)c1C
3: O=C(CCC1(C(=O)O)CCC(=O)NC1)NCc1ccccc1 (stereo not given)
4: CN(C)C(/C=C/Nc1ccccc1F)=C(C#N)C#N
5: Cc1ccnc(NC(=O)c2cccc(NC(=O)c3ccc(Cl)cc3)c2)c1
6: Cc1ccc(S(=O)(=O)N(C)CC(=O)NNC(=O)CCS(=O)(=O)c2ccccc2)cc1

Compound,1,2,3,4,5,6
Pol beta inh,3%,0%,0%,19%,.,.
JMJD2A Tudor inh,?,-13%,-13%,-17%,-10%,3%
BAZ2B block,45µM*,-24%,2%,-4%,.,.
APE1 inh,-3%,-6%,3%,-9%,.,1%
BLM helicase inh,-2%,-6%,-1%,0%,.,.
POLK inh,0%,-22%,-5%,-6%,1%,18%
POLI inh,?,-4%,19%,32%[activator],19%,-19%
G9a block,6.3µM*,0%[59 µM],-2%,13%[59 µM],.,.
POLH inh,-12%,-1%,-14%,-13%,-4%,-15%

Random excerpt: four entries already listed, in no set order.
6: Cc1ccc(S(=O)(=O)N(C)CC(=O)NNC(=O)CCS(=O)(=O)c2ccccc2)cc1
1: COc1ccc(N2C(=O)C(Cl)=C(Oc3cccc(OC)c3)C2=O)cc1
3: O=C(CCC1(C(=O)O)CCC(=O)NC1)NCc1ccccc1 (stereo not given)
5: Cc1ccnc(NC(=O)c2cccc(NC(=O)c3ccc(Cl)cc3)c2)c1

Compound,6,1,3,5
Pol beta inh,.,3%,0%,.
JMJD2A Tudor inh,3%,?,-13%,-10%
BAZ2B block,.,45µM*,2%,.
APE1 inh,1%,-3%,3%,.
BLM helicase inh,.,-2%,-1%,.
POLK inh,18%,0%,-5%,1%
POLI inh,-19%,?,19%,19%
G9a block,.,6.3µM*,-2%,.
POLH inh,-15%,-12%,-14%,-4%

Further results follow.
7: CCCC(c1nnnn1C(C)(C)CC)N1CCN(C(=O)c2ccco2)CC1 (stereo not given)
8: Cc1ccnc(NC(=O)CCC(=O)N(CC(=O)NC(C)(C)C)C2CCCC2)c1
9: CC(=O)c1cccc(NC(=O)c2cccc(N3C(=O)c4ccccc4C3=O)c2)c1
10: O=C(CSc1ncn[nH]1)Nc1cccc(S(=O)(=O)N2CCCCCC2)c1
11: COc1ccccc1C(C[N+](=O)[O-])c1c[nH]c2ccccc12 (stereo not given)
12: O=C(O)CC(=O)Nc1ccc(Oc2ccc(C(F)(F)F)cn2)c(Cl)c1

Compound,7,8,9,10,11,12
Pol beta inh,0%,-8%,?,-2%,-18%,0%
JMJD2A Tudor inh,-28%,4%,-15%,-14%,-33%,-8%
BAZ2B block,-8%,14%,-18%,-33%,?,-14%
APE1 inh,8%,15%,10%,8%,-5%,0%
BLM helicase inh,-2%,-1%,-17%,-2%,-14%,0%
POLK inh,-3%,0%,4%,-11%,-9%,-14%
POLI inh,140%[activator],10%,-10%,130%[activator],114%[activator],?
G9a block,89µM*,-6%[12.7 µM],16%,?,-10%,4%
POLH inh,-12%,-10%,?,-4%,-18%,1%

13: Cn1nnc2ccccc2c1=O
14: CSCCCNC(=S)N1CCc2ccccc2C1
15: Cc1ccc(CNC(=O)c2ccc(Cn3c(=O)c4ccccc4n(CC(=O)Nc4ccc(C)cc4C)c3=O)cc2)cc1
16: COc1cc(/C=N/NC(=O)C(C)n2nnc3ccccc32)ccc1O (stereo not given)
17: COc1ccccc1NC(=O)Nc1cccnc1
18: Cc1noc(C)c1CSCC(=O)Nc1cc(S(=O)(=O)N2CCOCC2)ccc1OC(C)C

Compound,13,14,15,16,17,18
Pol beta inh,2%,53%[activator],0%,7%,-23%,.
JMJD2A Tudor inh,-8%,-27%,-7%,-19%,-12%,-10%
BAZ2B block,-3%,-19%,-25%,4%,-30%,-2%
APE1 inh,-3%,8%,.,17%,-2%,55%[activator]
BLM helicase inh,-4%,-5%,-19%,-7%,-3%,.
POLK inh,2%,-12%,14%,-5%,-2%,-8%
POLI inh,17%,19%,26%,14%,33%[activator],18%
G9a block,-3%,?,-1%[59 µM],-23%[59 µM],-10%,-39%
POLH inh,4%,-5%,?,-14%,-23%,-13%

19: Cc1cccc(OCC(=O)Nc2cc(C)on2)c1
20: O=C(NC(=S)NC1CC1)c1cccnc1
21: NC(=O)CC[C@@H]1NC(=O)[C@@H]2CCCN2C(=O)c2cc([N+](=O)[O-])cc(F)c2NCCC[C@@H](C(N)=O)NC1=O
22: CCOc1cccc(-c2nnc(SCC(=O)Nc3cc(OC)cc(OC)c3)n2N)c1
23: Cc1ccc(NC(=O)C2CCCN2S(=O)(=O)c2cccc3cccnc23)cc1C (stereo not given)
24: O=C(O)C1=C[C@H](c2ccc(C(F)(F)F)cc2)C[C@H](OCCCCO)O1

Compound,19,20,21,22,23,24
Pol beta inh,-2%,8%,25%,-2%,21%,.
JMJD2A Tudor inh,-8%,-8%,-3%,-10%,-11%,-16%
BAZ2B block,2%,?,-9%,2%,-2%,.
APE1 inh,12%,2%,-1%,-8%,.,.
BLM helicase inh,5%,1%,6%,-7%,-6%,.
POLK inh,-4%,-9%,-9%,-5%,-6%,-12%
POLI inh,-2%,-6%,6%,-6%,-2%,0%
G9a block,13%[59 µM],13%[12.7 µM],?,2%,-3%[59 µM],.
POLH inh,-8%,-11%,-6%,-9%,-10%,0%

25: COc1ccc(C2c3c(n(C)c4ccccc34)C(=O)N2CC(=O)Nc2ccc(F)cc2)cc1 (stereo not given)
26: CC(C)CC(NC(N)=O)C(=O)OCC(=O)N(Cc1ccccc1)Cc1ccccc1 (stereo not given)
27: Cc1c(N2C(=O)CSC2c2ccc([N+](=O)[O-])cc2)c(=O)n(-c2ccccc2)n1C (stereo not given)
28: COc1cccc2c1C(=O)O/C2=C/c1ccc2c(c1)OCO2
29: CCN1C(=O)CSc2ccc(C(=O)OC)cc21
30: Cc1ccc(NC(=O)c2c(C)noc2-c2snnc2C)cc1

Compound,25,26,27,28,29,30
Pol beta inh,?,-17%,15%,?,-8%,-15%
JMJD2A Tudor inh,5%,-10%,-2%,.,9%,9%
BAZ2B block,-5%,4%,0%,2%,-2%,-1%
APE1 inh,.,7%,1%,3%,?,4%
BLM helicase inh,0%,3%,0%,-14%,2%,1%
POLK inh,-14%,-11%,4%,.,15%,-8%
POLI inh,18%,87%[activator],11%,.,19%,5%[58.9 µM]
G9a block,6%[59 µM],3%,4%[12.7 µM],-5%[59 µM],9%,19%
POLH inh,3%,-17%,-18%,.,-19%,-26%

31: CNC(=S)N1CCN(S(=O)(=O)c2ccc3ccccc3c2)CC1
32: Cc1ccc(Cn2ccn(Cc3ccccc3C)c(=O)c2=O)cc1
33: COc1ccc(N2CC(C(=O)Nc3nnc(SCC(=O)NCC4CCCO4)s3)CC2=O)cc1 (stereo not given)
34: O=C(NCC(=O)N1CCc2ccccc2C1)c1ccccc1Cl
35: COc1ccc(CCNC(=O)C2CCN(S(C)(=O)=O)CC2)cc1
36: Cc1noc(C)c1C(=O)Nc1ccc(Cl)cc1C(F)(F)F

Compound,31,32,33,34,35,36
Pol beta inh,5%,?,.,32%,0%,1%
JMJD2A Tudor inh,-26%,-17%,35µM*,-3%,-16%,-14%
BAZ2B block,-37%,?,.,-10%,-17%,8%
APE1 inh,28%,.,.,29%,4%,16%
BLM helicase inh,-3%,-1%,.,-1%,0%,-5%
POLK inh,-1%,-6%,-6%,1%,-4%,-3%
POLI inh,114%[activator],-10%,?,157%[activator],32%,6%
G9a block,-24%,-25%[59 µM],.,18%,-4%,2%
POLH inh,4%,-14%,?,-8%,7%,-4%

37: Cc1ccccc1NC(=O)c1cccc(S(=O)(=O)Oc2ccc([N+](=O)[O-])cc2)c1
38: Nc1cc(S(=O)(=O)Nc2ccc(Br)cc2)ccc1Cl
39: O=C(O)CCCNc1cc(N2CCN(C3CCCCC3)CC2)c2noc3c2c1C(=O)c1ccccc1-3
40: NC(=O)C1C2C=CC(C2)C1c1ccccc1 (stereo not given)
41: O=C(Nc1ccc([N+](=O)[O-])cn1)c1cccnc1
42: O=S(=O)(c1ccc(NCCc2c[nH]c3ccccc23)nc1)N1CCOCC1

Compound,37,38,39,40,41,42
Pol beta inh,21%,8%,20µM*,.,3%,2%
JMJD2A Tudor inh,-23%,1%,35µM*,3%,-13%,?
BAZ2B block,1%,-10%,32µM*,.,12%,-11%
APE1 inh,-6%,13%,.,.,-12%,-1%
BLM helicase inh,-4%,-13%,-22%,.,-3%,0%
POLK inh,3%,-8%,?,-5%,-6%,-11%
POLI inh,-26%,12%,?,38%[activator],25%,5%
G9a block,-5%[59 µM],.,16µM*,.,.,?
POLH inh,-5%,-21%,3%,-4%,-3%,0%

43: CC(C)C(=O)N1CCc2cc(-c3csc(N)n3)ccc21
44: CCCN(C(=O)CSc1cc(-c2ccccc2)c2ccc(OC)cc2n1)C1CCS(=O)(=O)C1 (stereo not given)
45: Cc1ccc(C(=O)NCc2ccc3c(c2)OCO3)cc1C
46: CSC1CCCCC1(O)CSc1nc2ccccc2o1 (stereo not given)
47: CCn1c2ccccc2c2nnc(SCC(=O)Nc3ccccc3OC)nc21
48: CC(C)CC1Nc2ncnc(N3CCOCC3)c2N(Cc2ccc(Br)cc2)C1=O (stereo not given)
49: Cc1cccc(C2NC(c3cccc(C)c3)C(C)C(=O)C2C)c1 (stereo not given)

Compound,43,44,45,46,47,48,49
Pol beta inh,27%,-7%[57.1 µM],-1%,10%,-2%,.,28%
JMJD2A Tudor inh,-23%,-21%,-1%,-2%,-12%,-19%,34%
BAZ2B block,?,3%,-31%,-6%,-15%,-22%,26%
APE1 inh,1%,-5%,24%,-2%,.,-1%,2%
BLM helicase inh,-4%,-5%,-4%,-3%,0%,.,-5%
POLK inh,-6%,-7%,-8%,-9%,-2%[60.1 µM],-3%,-6%
POLI inh,16%,-12%,-20%,11%,1%,79%[activator],-29%
G9a block,?,-1%,6%,-3%[59 µM],-1%[59 µM],10%[2.33 µM],35%
POLH inh,-12%,-20%,-4%,8%,-9%,-8%,-4%
